BAZ2B inh = blocks human BAZ2B; AlphaScreen BAZ2B-H3K14Ac peptide displacement; Potency, µM (top dose mostly 114 µM), for the others: at the top dose activity change, negative = inhibition, actives largely listed as inhibitors; hit rate 4.4% among 360,000; AID 504333; note: potency is the fitted concentration of half-maximal effect; % is set by controls: 0 for no effect and ±100 for the full control effect; nearly all actives have a fitted effect of over 60% in size
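In this displacement format the biotinylated H3(5-23) peptide acetylated at Lys14 serves as ligand at 50 nM, with BAZ2B at 50 nM in PBS pH 7.4 containing 0.01% Tween-20. Donor and acceptor beads are 10 ug/mL final.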
G9a inh = inhibitors of human histone lysine methyltransferase G9a; Q96KQ7; G9a H3K9 monomethylation, AlphaScreen, 2 h; Potency, µM (highest dose often 102 µM), for inactives: top-dose activity, negative = inhibition, most hits filed as inhibitors; hit rate 8.8% among 350,000; AID 504332; note: potency is the fitted concentration of half-maximal effect; % is set by controls: 0 for no effect and ±100 for the full control effect; nearly all actives have a fitted effect of over 75% in size
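Step 1: enzyme (final 20 nM) with compound, 15 min RT. Step 2: substrate peptide 500 nM and SAM 20 uM, 2 h RT. Step 3: anti-H3K9me1 antibody and AlphaScreen beads, 10 min, then plate read.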
JMJD2A Tudor = blocks the human JMJD2A Tudor domain; O75164; AlphaScreen JMJD2A-Tudor / H3K4me3 peptide binding; Potency, µM (highest dose often 114 µM), without a hit: at the top dose activity change, negative = inhibition, most hits filed as inhibitors; hit rate 4.4% among 390,000; AID 504339; note: potency is the fitted concentration of half-maximal effect; % is set by controls: 0 for no effect and ±100 for the full control effect; nearly all actives have a fitted effect of over 50% in size
GLS inh = inhibitors of human glutaminase (GLS) | Potency, µM (highest dose often 45.5 µM), for inactives: at the highest dose activity change, negative = inhibition, hits mostly inhibitors | AID 624170 | GLS enzymatic activity, qHTS titration | hit rate 0.21% among 410,000; note: potency is the fitted concentration of half-maximal effect; % is set by controls: 0 for no effect and ±100 for the full control effect
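Two-point fluorescence kinetic (t0, 30 min RT) for hKGA; glutamate detected via glutamate oxidase–HRP–Amplex Red. Substrate: 1 mM L-glutamine solution; buffer 45 mM KH2PO4, pH 8.2.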
HP1b chromo inh = inhibitors of HP1-beta chromodomain binding to methylated histone tails; AlphaScreen HP1-beta / biotin-H3K9me3 peptide binding; Potency, µM (top dose mostly 114 µM), inactives show at the top dose activity change, negative = inhibition, hits mostly inhibitors; hit rate 0.56% among 390,000; AID 540317; note: potency is the fitted concentration of half-maximal effect; nearly all actives have a fitted effect of over 70% in size; inactives centre near 23
Target sequence (P83916 whole entry, looked up): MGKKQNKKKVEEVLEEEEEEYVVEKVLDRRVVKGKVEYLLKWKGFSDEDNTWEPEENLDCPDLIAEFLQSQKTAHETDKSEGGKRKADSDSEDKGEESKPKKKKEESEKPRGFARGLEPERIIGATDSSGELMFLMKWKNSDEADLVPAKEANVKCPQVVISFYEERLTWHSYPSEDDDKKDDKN
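HP1-beta protein (50 nM final) preincubated 30 min at room temperature with biotinylated H3(1-18)K9me3 peptide (50 nM) in PBS pH 7.4, 0.01% Tween-20, then compound added for 30 min. AlphaScreen streptavidin donor/nickel chelate acceptor beads (10 ug/mL final), 30 min dark, luminescence read.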
ERG-DNA inh = ERG Ets/DNA interaction inhibition | P11308 | fluorescence polarization, His-ERG Ets domain / labelled DNA | Potency, µM (highest dose often 76.9 µM), for inactives: at the highest dose FP activity, negative = inhibition, usual class: inhibitors | hit rate 0.028% among 370,000 | AID 624246; active = well fitted inhibition curve with a large enough effect in the polarisation, with a control signal flat; inconclusive = small, poorly fitted or top-dose-only effect, or effect the other way, or a change in a side signal; inactive = no such curve, though single readings can be large or run the other way; the % refers to the polarisation;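 note: polarization taken with two DNA probes labelled with fluorescein and Texas red; potency is the fitted concentration of half-maximal effect; % of control where 0% means no effect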
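His-tagged ERG Ets domain (1 uM in the protein solution; 300mM KCl, 50mM Tris-HCl, 1mM EDTA, 1mM DTT, pH 7.5) received compound, then a probe mix of 5 nM fluorescein-DNA and 100nM Texas-615-DNA. Fluorescence polarization was read for both dyes.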
RGS4 inhibitor = human RGS4 inhibition. P49798. Transcreener GDP fluorescence polarization, RGS4-accelerated GTP hydrolysis. Potency, µM (highest dose often 114 µM), without a hit: top-dose activity change, negative = inhibition, actives largely listed as inhibitors. hit rate 0.039% among 390,000. AID 504845; note: potency is the fitted concentration of half-maximal effect; % is set by controls: 0 for no effect and ±100 for the full control effect; nearly all actives have a fitted effect of over 75% in size; some results filed as inactive show a strong effect at the top dose
Target sequence (P49798 whole entry, looked up): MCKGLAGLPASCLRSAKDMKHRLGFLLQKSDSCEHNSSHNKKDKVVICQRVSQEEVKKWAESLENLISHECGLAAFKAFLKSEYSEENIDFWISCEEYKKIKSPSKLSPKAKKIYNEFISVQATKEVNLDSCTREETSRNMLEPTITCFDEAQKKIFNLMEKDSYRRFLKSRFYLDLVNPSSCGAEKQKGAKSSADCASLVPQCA
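MLSMR compounds (23 nl, pin-transferred) preincubated 10 min at room temperature with a 500nM (2x) first reagent, then RGS4 at 900nM (2x) plus Transcreener GDP mix added; fluorescence polarization (620/688 nm) read before and after 90 min at 30 °C.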
PI4K2A inh = blocks human PI4K2A kinase activity. Q9BTU6. purified PI4K2A, ADP-Glo luminescence, 1 h; stronger effect = lower value. activity change, negative = inhibition, % at 76.9 µM. hit rate 0.13% among 420,000; in the data active = activity change below about -50%; inconclusive = mostly about -30% to -49%;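 note: -100% = wells without enzyme as full effect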
Target sequence (Q9BTU6 whole entry, looked up): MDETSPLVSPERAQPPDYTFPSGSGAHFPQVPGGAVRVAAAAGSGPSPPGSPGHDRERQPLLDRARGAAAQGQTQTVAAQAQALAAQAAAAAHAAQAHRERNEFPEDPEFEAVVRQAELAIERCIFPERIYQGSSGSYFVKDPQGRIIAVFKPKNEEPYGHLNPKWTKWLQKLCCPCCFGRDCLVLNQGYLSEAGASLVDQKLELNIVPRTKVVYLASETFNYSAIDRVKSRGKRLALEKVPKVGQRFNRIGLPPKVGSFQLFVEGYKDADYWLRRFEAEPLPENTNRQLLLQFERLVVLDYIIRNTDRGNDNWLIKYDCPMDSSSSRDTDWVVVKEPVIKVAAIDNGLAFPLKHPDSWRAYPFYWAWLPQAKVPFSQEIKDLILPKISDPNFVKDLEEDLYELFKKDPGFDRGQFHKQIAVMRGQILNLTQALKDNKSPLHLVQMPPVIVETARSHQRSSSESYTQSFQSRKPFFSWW
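In this quantitative HTS, ADP production by PI4K2A was quantified luminescently after 1 h at ambient temperature; 100 microM adenosine served as plate-quality control.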
ALOX12 inh = inhibitors of human 12S-lipoxygenase ALOX12. P18054. Potency, µM (highest dose often 108 µM), inactives show at the highest dose activity change, negative = inhibition, most hits filed as inhibitors. purified 12hLO, xylenol orange hydroperoxide absorbance. hit rate 1.1% among 580,000; note: potency is the fitted concentration of half-maximal effect; % is set by controls: 0 for no effect and ±100 for the full control effect
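Hydroperoxide product was detected by ferrous iron/xylenol orange as the 573 to 405 nm absorbance ratio. Arachidonic acid at 40 uM (final) was turned over for 30 min at room temperature by 150 nM human 12hLO, pH 7.0 Hepes buffer, after 15 min compound preincubation.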
* hit, by the source's call; ? = inconclusive; · = not tested or not shown; [ ] = remark or other dose. Unless noted, calls come from the whole dose curve; as a rule, active = well fitted curve in the direction sought with a large enough effect; inconclusive = small, poorly fitted or top-dose-only effect, or another doubt; inactive = no such curve, though single readings can be large; an effect the other way counts as inactive or inconclusive. The list is partial, so the mix of outcomes need not match the whole.

No.	Structure	BAZ2B inh	G9a inh	JMJD2A Tudor	GLS inh	HP1b chromo inh	ERG-DNA inh	RGS4 inhibitor	PI4K2A inh	ALOX12 inh
1	NC(=O)N1N=C2/C(=C/c3ccccc3)CCCC2C1c1ccccc1 (stereo unspecified)	-17%	10%	-23%	7%	-3%	-11%	-4%	-4	?
2	CC(=O)CSc1nnc(NC(=O)CCc2ccccc2)s1	6%	?	3%	18%	-5%	-6%	-9%	5	-29%
3	Cc1ccc(S(=O)(=O)n2c(C)nc3cc(C)ccc32)cc1	-2%	10%[0.501 µM]	-13%	-4%	13%	-2%	1%	0	0%
4	Cc1ccc(S(=O)(=O)N(C)c2ccc(OCC(=O)Nc3cc(C(=O)O)ccc3Cl)cc2)cc1	·	·	-4%	-9%	37%	-1%	5%	4	10%
5	COc1ccc(OC)c(-c2csc(NC(=O)c3ccc(OCC4CCCO4)cc3)n2)c1 (stereo unspecified)	-10%	?	-13%	0%	41%	2%	-17%	-3	0%
6	COc1ccc(NCCC#N)cc1	-28%	-47%	-17%	22%	17%	·	-26%	-3	12%
7	Cc1ccc(NC(=O)COC(=O)CCOc2ccccc2C)cc1	7%	10%	-3%	0%	65%[activator]	0%	-10%	2	7%
8	Cc1c(CC(=O)N2CCN(C(=O)C3COc4ccccc4O3)CC2)c(=O)oc2c(O)c(O)ccc12 (stereo unspecified)	7.9µM*	13µM*	2.8µM*	-29%	?	-1%	-6%	-2	?
9	O=C(Cc1ccccc1Cl)NCc1cccnc1	-1%	·	-12%	-6%	31%	0%	2%	2	0%
10	COc1ccc(/C=N/NC(=O)CC2N=C(Cc3ccccc3)NNC2=O)cc1OC (stereo unspecified)	-3%	-4%	-9%	0%	16%	-9%	19%	-1	4%
11	COc1ccc([N+](=O)[O-])c(OC)c1C(=O)NC(=O)Nc1nc(C)cc(C)n1	-7%	·	2%	-3%	50%[activator]	7%	-27%	1	3%
12	Cc1ccc([N+](=O)[O-])c2c1C(N1CC(C)OC(C)C1)C(C)(C)O2 (stereo unspecified)	?	3%	-24%	5%	17%	?	4%	-1	9%
13	Cc1nn(C)c(C)c1CCC(=O)NC1CC(C)(C)Cc2c1cnn2-c1ccccc1 (stereo unspecified)	-2%	48%	-7%	6%	36%	-11%	13%	-3	3%
14	Cc1cc(NC(=O)C2COc3ccccc3O2)no1 (stereo unspecified)	-2%	17%	-14%	-11%	30%	-6%	10%	-1	27%
15	CS(=O)(=O)n1nc(-c2ccccc2)nc1NCc1ccco1	-38%	?	-26%	0%	-1%	0%	-23%	1	0%
16	COc1ccccc1NC(=O)CSc1nnc(C2CCCCC2)n1-c1ccccc1	-20%	0%[12.7 µM]	-9%	-4%	15%	-5%	7%	5	-22%
17	COc1cc(Br)c(C2CC(=O)Nc3cc(OC)c(OC)c(OC)c32)cc1OC (stereo unspecified)	-8%	-27%[59 µM]	-21%	3%	14%	-12%	-6%	0	-4%
18	CCOc1cc(/C=C2\C(=N)N3N=C(S(C)(=O)=O)SC3=NC2=O)ccc1OCCOc1cccc(OC)c1	71µM*	-1%[2.33 µM]	79µM*	-2%	?	1%	-48%	-1	?
19	O=C(COC(=O)Cc1ccc(-c2ccccc2)cc1)NCc1ccc(F)cc1	-3%	7%[59 µM]	-8%	2%	1%	-9%	4%	-4	-3%
20	CCN(CC)c1ccc(S(=O)(=O)N(CC)CC)cc1NC(=O)C1CCCC1	0%	0%	13%	-1%	48%[activator]	-1%	-12%	0	-1%
21	CC(C)(O)C#Cc1ccc(C(=O)NCc2ccccc2)s1	·	·	-9%	1%	14%	0%	-11%	0	5%
22	Cc1cc(NC(=O)C(C)(C)C)no1	9%	-7%[59 µM]	-5%	-3%	13%	5%	6%	4	5%
23	CC1=C(C(=O)OCc2ccc([N+](=O)[O-])cc2)N2C(=O)C(NC(=O)Cc3ccccc3)C2SC1 (stereo unspecified)	-5%	?	4%	-2%	32%	-5%	-24%	-1	2%
24	O=C(NCc1ccccc1)C(c1ccccc1)N(C(=O)c1csnn1)C1CC1 (stereo unspecified)	-13%	·	-5%	-11%	69%[activator]	12%	3%	2	0%
25	COC(=O)c1ccc(NC(=O)N(c2ccccc2)c2ccccc2)cc1	-18%	3%	0%	1%	17%[57 µM]	12%	-13%	-2	5%
26	CC(C)CN(C(=O)CSc1ccc2c(c1)OCCO2)c1c(N)n(CC(C)C)c(=O)[nH]c1=O	2%	-6%[2.33 µM]	-11%	10%	28%	·	9%	0	-14%
27	CCC1CCCCN1CCn1c(=S)[nH]c2cc(OC)c(OC)cc2c1=O (stereo unspecified)	-4%	50µM*	?	-4%	26%	-5%	-10%	-2	6%
28	CCCn1c(C)cc(/C=C(\C#N)C(=O)OCC(=O)Nc2cccc(OC)c2)c1C	-27%	-10%[59 µM]	-6%	0%	63%[activator]	18%	-35%	-10	0%
29	Cc1ccc(NS(=O)(=O)c2csc(C(N)=O)c2)c(C)c1	-21%	3%	-9%	9%	57%[activator]	1%	-10%	2	-13%
30	O=C(O)/C=C/C(=O)Nc1ccc(N2CCOCC2)nc1N1CCOCC1	-22%	8.9µM*	-34%	36%[activator]	?	-27%	?	-10	0%
31	COc1cc(Cl)c(C)cc1NS(=O)(=O)c1c(C)nc2sccn2c1=O	-12%	-6%[59 µM]	-19%	0%	0%	3%	19%	-2	-8%
32	O=C(CCl)N1CCN(S(=O)(=O)c2ccc3c(c2)CCC3)CC1	5%	19%[2.33 µM]	-11%	9%	38%	7%	-11%	10	19%
33	CCC(=O)c1cc2c(C)cc(=O)oc2c(C)c1OC(C)=O	6%	5%[59 µM]	-20%	7%	20%	-3%	22%	19	0%
34	CC(=O)Nc1ccc(-c2cc(C(=O)O)c3ccc(C)cc3n2)cc1	-12%	·	-5%	6%	20%	12%	-16%	-3	?
35	CC(=O)Nc1ccc(NC(=O)c2ccc(C)c(S(=O)(=O)Nc3cccc(C)c3)c2)cc1	-8%	·	-11%	4%	33%	4%	10%	1	-3%
36	CC(C)(C)c1ccc(Cn2nc(CC(=O)O)c3ccccc3c2=O)cc1	-14%	4%[59 µM]	-7%	-13%	30%	21%	16%	3	6%
37	CC(NC(=O)C(=O)NCCC1=CCCCC1)c1ccccc1 (stereo unspecified)	7%	24%[59 µM]	-18%	8%	11%	-2%	15%	-3	0%
38	CCOc1cc(CNCc2ccccc2)ccc1OCC(=O)NC1CCCCC1	-17%	-6%	-19%	-7%	26%	-18%	-11%	7	8%
39	Cc1cc2c(Nc3cccc(O)c3)ncnc2s1	?	·	?	25%	19%	8%	10%	-5	?
40	O=C1CC2(CCCC2)C(=O)N1CN1CCN(S(=O)(=O)c2ccc(F)cc2F)CC1	·	·	5%	0%	26%	-6%	4%	3	-4%
41	CCc1ccc(C(=O)CCC(=O)Nc2ccc(OC)c(S(=O)(=O)N3CCCCC3)c2)cc1	-3%	8%[59 µM]	-17%	1%	8%	-2%	-19%	1	185%[activator]
42	O=C(COC(=O)c1ccccc1)Nc1cccc(S(=O)(=O)NC2=NCCCCC2)c1	1%	12%[59 µM]	?	-2%	?	-7%	?	-1	10%
43	Cc1ccc(OCCn2c(=O)oc3ccc(C)cc32)cc1	55%[activator]	252%[activator]	75%[activator]	10%	110%[activator]	-10%	25%	-4	-1%
44	CCCn1ncc([C@@H]2C[C@H]3CN(Cc4cccc(Cl)c4)C(=O)[C@]34CCCN24)c1C	-2%	·	-5%	-3%	26%	14%	-25%	-1	-4%
45	NC(=O)NC(CC(=O)NCCCc1ccccc1)c1ccc(Cl)cc1 (stereo unspecified)	-3%	?	-16%	-2%	4%	17%	3%	-9	7%
46	N#C/C(=C(\O)C(F)(F)F)c1nnc2n1CCCCC2	?	-8%	1%	4%	18%	1%	-8%	4	-6%
47	CCCc1cc(C(=O)NCc2cccs2)no1	0%	-9%	5%	-3%	37%	-14%	-12%	4	30%[activator]
48	O=C(c1cc(-c2ccc(Cl)cc2)n(-c2ccc(Cl)cc2)n1)N1CCOCC1	-3%	8%[59 µM]	-22%	13%	14%	-8%	-25%	0	?
49	Cc1cc(C)nc(-n2nc(C)cc2NC(=O)c2ccc(S(=O)(=O)N3CCOCC3)cc2)n1	-4%	-6%	11%	2%	40%[activator]	5%	-35%	5	·
50	CCOC(=O)c1csc(N)n1	?	·	-15%	0%	-18%	-3%	23%	5	-14%
51	COC(=O)c1oc(-c2ccccc2)nc1C	-1%	3%	8%	-1%	47%[activator]	0%	-3%	3	-14%
52	COc1ccc(OC)c(-n2c(=S)[nH]c3cc(C(=O)N4CCC(C(N)=O)CC4)ccc3c2=O)c1	0%	?	16µM*	6%	57%[activator]	-12%	-17%	4	?

With a hit mark in BAZ2B inh (from the list above):
No.	Structure	BAZ2B inh	G9a inh	JMJD2A Tudor	GLS inh	HP1b chromo inh	ERG-DNA inh	RGS4 inhibitor	PI4K2A inh	ALOX12 inh
8	Cc1c(CC(=O)N2CCN(C(=O)C3COc4ccccc4O3)CC2)c(=O)oc2c(O)c(O)ccc12 (stereo unspecified)	7.9µM*	13µM*	2.8µM*	-29%	?	-1%	-6%	-2	?
18	CCOc1cc(/C=C2\C(=N)N3N=C(S(C)(=O)=O)SC3=NC2=O)ccc1OCCOc1cccc(OC)c1	71µM*	-1%[2.33 µM]	79µM*	-2%	?	1%	-48%	-1	?

Source: PubChem (National Center for Advancing Translational Sciences (NCATS))
